High-throughput results from PubChem BioAssay.
Mcl1 Bid PPI = Mcl-1/Bid binding inhibitors, primary screen, biochemical, TR-FRET, 1536-well | TR-FRET Mcl-1/Bid-Dy647 peptide binding | inhibition, % at 21.7 µM | 0.97% of 220,000 active | AID 1021, 2008;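 active = compounds that cut the binding signal by more than half at the single screening dose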;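 note: His-tagged Mcl-1 with europium anti-His antibody binding Bid BH3 peptide; 0% = Mcl-1 plus peptide wells and 100% = peptide-only wells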
Target sequence (Q07820 whole entry, looked up): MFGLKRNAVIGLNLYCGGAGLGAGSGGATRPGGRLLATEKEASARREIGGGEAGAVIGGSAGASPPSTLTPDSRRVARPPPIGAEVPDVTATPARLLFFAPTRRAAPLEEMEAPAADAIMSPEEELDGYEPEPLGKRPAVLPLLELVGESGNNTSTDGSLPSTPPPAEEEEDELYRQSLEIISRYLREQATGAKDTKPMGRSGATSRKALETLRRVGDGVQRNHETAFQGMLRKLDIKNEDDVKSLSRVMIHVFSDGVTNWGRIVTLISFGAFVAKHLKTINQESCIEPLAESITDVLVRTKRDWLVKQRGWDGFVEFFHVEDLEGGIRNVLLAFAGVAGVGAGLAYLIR
RGS4-Gao reg = modulators of RGS4 binding to Galphao, primary screen, biochemical, multiplexed bead flow cytometry; binding response (% of control), % at 10 µM; actives lie on both sides; Guanine nucleotide-binding protein G(o) subunit alpha (Homo sapiens), P09471; AID 1415, 2008; 0.33% of 220,000 active; in the data active = binding response below about 49% or above about 150%; inactive = in between;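 note: fluorescent Galphao activated with aluminum fluoride binding bead-coupled RGS4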
Target sequence (P09471 whole entry, looked up): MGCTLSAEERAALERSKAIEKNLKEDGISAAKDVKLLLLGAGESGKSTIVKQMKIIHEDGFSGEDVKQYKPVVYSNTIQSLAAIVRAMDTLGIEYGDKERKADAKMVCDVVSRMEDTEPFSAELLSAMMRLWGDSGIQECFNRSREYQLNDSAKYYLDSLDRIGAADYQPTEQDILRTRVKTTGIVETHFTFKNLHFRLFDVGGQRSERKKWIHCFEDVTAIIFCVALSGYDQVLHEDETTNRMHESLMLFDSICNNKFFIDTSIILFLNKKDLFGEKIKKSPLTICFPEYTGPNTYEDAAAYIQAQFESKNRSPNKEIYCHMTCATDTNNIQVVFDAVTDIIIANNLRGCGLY
RGS7-Gao = RGS7-Galphao binding modulators, primary screen, biochemical, multiplexed bead flow cytometry. actives lie on both sides. binding response (% of control), % at 10 µM. 0.35% of 220,000 active. AID 1439, 2008; in the data active = binding response below about 49% or above about 150%; inconclusive = no clear call, values can overlap the other calls; inactive = in between;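 note: fluorescent Galphao held in activated GDP-AlF4 state binding bead-coupled RGS7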
RGS8-Gao reg = RGS8-Galphao binding modulators, primary screen, biochemical, multiplexed bead flow cytometry. Guanine nucleotide-binding protein G(o) subunit alpha (Homo sapiens), P09471. actives lie on both sides. response (percent of control binding), % at 10 µM. 0.34% of 220,000 active. AID 1423, 2008; in the data active = response below about 60% or above about 140%; inactive = in between;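 note: Galphao activated as the GDP aluminium fluoride complex binding bead-coupled RGS8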
Starred values were filed as active, the others as inactive; ? = inconclusive; / = no result given. Some of the compounds tested (hit frequency here may not be typical).

SMILES | Mcl1 Bid PPI | RGS4-Gao reg | RGS7-Gao | RGS8-Gao reg
Cc1ccc(S(=O)(=O)N2CCN(CC(=O)N/N=C/c3ccccc3OCC(=O)O)CC2)cc1 | -18 | 90 | ? | 98
Cn1c(=O)c2c(-c3cccc(Br)c3)c(C#N)c(N)nc2n(C)c1=O | 37 | 96 | ? | 100
Cc1cc(C)cc(OCC(=O)N/N=C/c2ccccn2)c1 | -49 | 99 | ? | 100
Cc1ccc(-c2cc(C(=O)Nc3c(C)n(C)n(-c4ccccc4)c3=O)[nH]n2)c(O)c1C | -29 | 103 | ? | 102
Cc1ccc(C(C)C)cc1NC(=O)Nc1ccc([N+](=O)[O-])cc1 | 85* | 103 | ? | 102
NC(N)=NCC(O)CN(c1ccccc1)c1ccccc1 (stereo not given) | -15 | 102 | ? | 101
Cc1nc(-c2cc(-c3nc(-c4ccc(C(F)(F)F)cc4)no3)no2)cs1 | -4 | 101 | ? | 101
Brc1cc(Br)cc(CN2CCSCC2)c1 | -14 | 103 | ? | 102
CC(C)(C)C(=O)Nc1nnc(-c2ccccc2)c(-c2ccccc2)n1 | -9 | 118 | ? | 108
Clc1ccc(-c2ccc(CNCC3CCCO3)o2)cc1 (stereo not given) | -61 | 101 | ? | 104
COc1ccc(C(=O)c2c(N)sc3c2CCN(C(=O)OC(C)(C)C)C3)cc1 | -115 | 103 | ? | 99
Cc1onc(-c2c(Cl)cccc2Cl)c1NC(=O)NN(C)C | -16 | 104 | ? | 102
Cc1ccc(N2CCN(C(=O)NC3CCCCC3)CC2C)cc1 (stereo not given) | -44 | 103 | ? | 102
Cc1ccc(N/C=C2\C(=O)N(c3ccc(F)cc3F)C(c3cccnc3)S2(=O)=O)cc1 (stereo not given) | -30 | 103 | ? | 104
CCCCNC(=O)c1cc2c(C)cc(C)cc2[nH]1 | -20 | 93 | ? | 98
O=C(COc1ncnc2cc(Cl)ccc12)c1ccccc1 | -28 | 84 | ? | 93
CCOC(=O)c1cnc(-n2nc(C)cc2C)nc1NC1CCCC1 | 4 | 89 | ? | 95
CC1C[N+](=C2C=C(N3CCOCC3)CC(C)(C)C2)CC(C)O1 (stereo not given) | 20 | 103 | ? | 99
CCOn1c(=O)c(=O)n(OC)c2ccccc21 | 17 | 98 | ? | 99
OCCN1CCN(C(=S)c2ccc(-c3ccccc3)cc2)CC1 | -10 | 97 | ? | 85
CC1(C)[C@H]2CC[C@]1(C)[C@@H](OC(=O)C[N+]1(C)CCOCC1)C2 | -13 | 100 | ? | 103
CC(=N)c1c(O)c2ccccc2oc1=O | -34 | 98 | ? | 100
C=CCOc1ccc(/C=C2\N=C(C)OC2=O)cc1OC | -24 | 98 | ? | 99
CC1(C)Cc2c(c(N3CCOCC3)nc3sc4c(NCC5CCCO5)nnnc4c23)CS1 (stereo not given) | 2 | 107 | ? | 106
CC[C@@]1(O)C(=O)OCc2c1cc1n(c2=O)Cc2cc3c(N)cccc3nc2-1 | -95 | 98 | ? | 98
COc1ccc(CC(=O)Nc2nc3ccccc3[nH]2)cc1 | 3 | 113 | ? | 103
COc1ccc(-c2c([C@H]3[C@H]4C=CC[C@@H](C)[C@@H]4C(=O)N3Cc3ccccc3)ccc3ccccc23)cc1 | -38 | 120 | ? | 105
Cn1c(Cc2nc(-c3cnccn3)no2)nnc1SCC(=O)Nc1ccccc1 | -11 | 100 | ? | 101
c1ccc2oc(-c3ccn[nH]3)cc2c1 | -6 | 99 | ? | 101
O=C(c1[nH]ncc1-c1ccccc1)C1CO1 (stereo not given) | -7 | 104 | ? | 101
COc1ccc(S(=O)(=O)N2CCCC2c2cccs2)cc1 (stereo not given) | -1 | 105 | ? | 102
NC(=O)N=Nc1c2[nH]c3ccccc3nc-2c2ccccc12 | -14 | 103 | ? | 98
CC(CN(C)C)CN1c2ccccc2CCc2ccccc21 (stereo not given) | -29 | 104 | ? | 96
CCc1ccc(S(=O)(=O)Nc2ccc(C)c(NS(C)(=O)=O)c2)cc1 | -36 | 97 | ? | 97
Cc1ccc(NC(=O)N[C@@H](CC(C)C)C(=O)O)c(C)c1 | 1 | 109 | ? | 103
CCCCCOc1ccc(C(=O)NCCC(=O)NCCCC(=O)OCC)cc1 | -9 | 97 | ? | 99
CC(=O)Nc1cccc(C(=O)/C=C/c2ccc[nH]2)c1 | -21 | 87 | ? | 91
C/C=C/c1ccc(OCc2cc(=O)n3cc(C)ccc3n2)c(OC)c1 | -59 | 95 | ? | 97
CC(C)(C)OC(=O)NCc1n[nH]c(=S)n1C1CC1 | -63 | 100 | ? | 99
Cc1cnc(NC(=O)c2sc(Nc3ccccc3)nc2N)o1 | -50 | 102 | ? | 100
Cc1sc2c(c1C)C(=O)/C(=C\Nc1ccccn1)S(=O)(=O)N2C | -6 | 96 | ? | 98
CC(C)=CCC/C(C)=C/C(N)=O | -13 | 110 | ? | 103
COC(=O)c1ccc(NC(=O)C2CC(=O)OC2c2ccccc2)cc1 (stereo not given) | -6 | 87 | ? | 91
Nc1sc(-c2ccccc2)n[n+]1Cc1cccc2cccnc12 | 16 | 102 | ? | 104
Cc1ccc(-c2nn(-c3ccccc3)cc2C2CC(c3ccccc3)=NN2C(=O)CCC(=O)O)cc1 (stereo not given) | 8 | 112 | ? | 105
O=C(CP(=O)(c1ccccc1)c1ccccc1)Nc1nc2ccccc2s1 | -29 | 102 | ? | 102
Cc1cc(=O)oc2cc(O)c(N=Nc3ccccc3)cc12 | -7 | 107 | ? | 104
CN(C)CCCNc1nc2sc3c(c2c(=O)n1CCc1ccccc1)CCCCC3 | -18 | 98 | ? | 103
CCCSC1=C(C#N)C(c2cccs2)CC(=O)N1 (stereo not given) | -31 | 100 | ? | 97
COc1ccc(C2c3ccsc3CCN2C(=O)NC(C)(C)C)cc1 (stereo not given) | -1 | 101 | ? | 105
O=C(NN1C(=O)C2C3C=CC([C@@H]2C1=O)C31CC1)c1ccccc1 (stereo not given in full) | -11 | 90 | ? | 92
CC(C)C(=O)Nc1nnc(-c2ccco2)s1 | -49 | 96 | ? | 98
O=C(Cn1nnc2ccccc2c1=O)NCC1CCC(C(=O)O)CC1 (stereo not given) | -13 | 102 | ? | 100
O=C(CSCC(=O)N1CCOCC1)Nc1nc(-c2ccccc2)cs1 | -4 | 99 | ? | 101
Cc1cc(O)c(-c2cc(C(=O)NCCc3ccc(S(N)(=O)=O)cc3)[nH]n2)cc1C | -35 | 100 | ? | 102
COc1ccc(C2=NOC(COc3ccc4c(C)cc(=O)oc4c3)C2)c(OC)c1 (stereo not given) | 1 | 96 | ? | 103
CCOc1ccc(/C=N/NC(=O)c2nnn(-c3nonc3N)c2COc2ccc(F)cc2)cc1 | -22 | 98 | ? | 100
O=c1c2cc(-c3ccccc3)sc2nc2n1N=C(c1ccccc1)CS2 | -10 | 96 | ? | 99
FC(F)(F)c1cccnc1-n1cncn1 | -8 | 99 | ? | 102
CCN1CCN(c2nc(Nc3ccc(NC(C)=O)cc3)nc(Nc3ccc(NC(C)=O)cc3)n2)CC1 | -18 | 101 | ? | 104

5 entries already listed, ordered by the value under RGS4-Gao reg, descending:
SMILES | Mcl1 Bid PPI | RGS4-Gao reg | RGS7-Gao | RGS8-Gao reg
CCN1CCN(c2nc(Nc3ccc(NC(C)=O)cc3)nc(Nc3ccc(NC(C)=O)cc3)n2)CC1 | -18 | 101 | ? | 104
Cc1cc(O)c(-c2cc(C(=O)NCCc3ccc(S(N)(=O)=O)cc3)[nH]n2)cc1C | -35 | 100 | ? | 102
CN(C)CCCNc1nc2sc3c(c2c(=O)n1CCc1ccccc1)CCCCC3 | -18 | 98 | ? | 103
CC(C)C(=O)Nc1nnc(-c2ccco2)s1 | -49 | 96 | ? | 98
O=C(NN1C(=O)C2C3C=CC([C@@H]2C1=O)C31CC1)c1ccccc1 (stereo not given in full) | -11 | 90 | ? | 92

Remaining list, next part.
SMILES | Mcl1 Bid PPI | RGS4-Gao reg | RGS7-Gao | RGS8-Gao reg
Cc1ccc(S(=O)(=O)N2CCOCC2)cc1C(=O)Nc1ccc(C(N)=O)cc1 | -15 | 96 | ? | 100
C=CCON1C(=O)C(=O)N(OCC=C)[C@H]2CCCC[C@H]21 | -3 | 97 | ? | 102
COc1cccc(NC(=S)N(CCN(C)C)C(C)c2ccncc2)c1 (stereo not given) | -14 | 97 | ? | 100
C(=C\c1ccc2ccccc2n1)/c1ccccc1 | -10 | 101 | ? | 104
CSc1cccc(NC(=O)C(=O)NCc2ccccc2)c1 | -16 | 104 | ? | 103
Cc1nc(NS(=O)(=O)c2ccc(Cl)s2)c2c3c(sc2n1)CCCC3 | -2 | 103 | ? | 104
CC(=O)CC(C)(C)Nc1nc2cc([N+](=O)[O-])ccc2o1 | -9 | 98 | ? | 100
N=c1n(CCCOc2ccccc2Cl)c2ccccc2n1CC(N)=O | 0 | 101 | ? | 99
N#Cc1ccc(C23CC4(C2)[C@H](CN(P(=O)(c2ccccc2)c2ccccc2)[C@@H]4c2ccccc2)C3c2ccc(Cl)nc2)cc1 (stereo not given in full) | -22 | 112 | ? | 106
Cc1ccc(O)c(NC(=O)C2CCCCC2)c1 | -15 | 84 | ? | 97
COc1cc(NC(=O)C/C(C)=N/NC(=O)C(=O)NCCO)c(OC)cc1Cl | 0 | 105 | ? | 100
Cc1ccc(N2C(=O)[C@@H]3C(c4cccnc4)=NO[C@@H]3C2=O)c(C)c1 | -8 | 82 | / | 90
Cc1ccc(Oc2ncccc2NC(=O)CC2(CC(=O)O)CCCC2)c2c1CCC2 | -6 | 86 | ? | 99
NC(=O)c1nn(-c2ccccc2)nc1NC(=O)CN1CCCC1 | -44 | 100 | ? | 97
O=C(CCCn1nnc2ccccc2c1=O)N[C@H](C(=O)O)c1ccccc1 | -14 | 117 | ? | 98
NC(=S)N/N=C1\CCOc2ccc(F)cc21 | -67 | 97 | ? | 97
CC(O)[C@H]1CNC(=O)C(=O)N1CCc1cccc2ccccc12 (stereo not given in full) | -35 | 98 | ? | 99
O=c1[nH]c2ccccc2c2oc(CCl)nc12 | -3 | 109 | ? | 103
Cc1cc(C)c(O)c(-c2cc(C(=O)Nc3c(C)n(C)n(-c4ccccc4)c3=O)[nH]n2)c1 | -45 | 103 | ? | 102
CC(=O)c1c(C)[nH]c(=S)c(C#N)c1-c1ccc(Cl)cc1 | -36 | 108 | ? | 103

5 structures from above, ordered by length of the SMILES, falling:
SMILES | Mcl1 Bid PPI | RGS4-Gao reg | RGS7-Gao | RGS8-Gao reg
Cc1ccc(-c2cc(C(=O)Nc3c(C)n(C)n(-c4ccccc4)c3=O)[nH]n2)c(O)c1C | -29 | 103 | ? | 102
COc1cccc(NC(=S)N(CCN(C)C)C(C)c2ccncc2)c1 (stereo not given) | -14 | 97 | ? | 100
CCCCNC(=O)c1cc2c(C)cc(C)cc2[nH]1 | -20 | 93 | ? | 98
O=C(c1[nH]ncc1-c1ccccc1)C1CO1 (stereo not given) | -7 | 104 | ? | 101
CC(C)C(=O)Nc1nnc(-c2ccco2)s1 | -49 | 96 | ? | 98

(next part)
SMILES | Mcl1 Bid PPI | RGS4-Gao reg | RGS7-Gao | RGS8-Gao reg
CCc1c(C)nc2c(-c3ccccc3)c(C)nn2c1Nc1ccc(NC(C)=O)cc1 | -25 | 97 | ? | 100
O=C(CCS(=O)(=O)c1ccccc1)Nc1nc2cc3c(cc2s1)OCO3 | -12 | 100 | ? | 102
COc1ccc2c(c1)CC1c3c(cc4c(c3-2)OCO4)CC[N+]1(C)[O-] (stereo not given) | -19 | 82 | ? | 88
O=C(NNc1ccccc1[N+](=O)[O-])Nc1cccc(Cl)c1 | -105 | 103 | ? | 103
O=c1ccccn1CCOc1ccc(Cl)cc1 | -13 | 104 | ? | 102
C=CCSc1nc(C)cc(C(=O)OCC)c1C#N | -21 | 88 | ? | 95
NC(=O)/C(=C/c1ccco1)C(N)=S | -10 | 92 | ? | 96
CC(C)(C)OC(=O)NCCNC(=O)c1cccs1 | -1 | 100 | ? | 101
O=C(CC(C(=O)O)c1ccccc1)c1cccs1 (stereo not given) | 3 | 100 | ? | 98
Cc1nnsc1C(=O)N(Cc1ccccc1)C(C)C | -2 | 97 | ? | 99
CCCCN(CCCC)CC(O)COc1ccc(Br)cc1 (stereo not given) | -7 | 101 | ? | 101
Cc1ccc(NS(=O)(=O)c2cc(N)ccc2Cl)c(C)c1 | -20 | 99 | ? | 99
Cc1nc(N2CCOCC2)nc(N2CCC(C)CC2)c1[N+](=O)[O-] | -12 | 110 | ? | 104
CC1(C)CC2CC(C)(CN2/C=C2/CCCCC2=O)C1 (stereo not given) | -154 | 105 | ? | 99
C=C(C)C(=O)Nc1cccc(C2=NOC3(C2)C[C@H](C(N)=O)N(C(=O)/C=C/C)C3)c1 (stereo not given in full) | -54 | 106 | ? | 105
CCOc1cc(C2NC(=S)NC(C)=C2C(=O)Nc2ccccc2)ccc1O (stereo not given) | -127 | 68 | ? | 87
O=C(NC1CCCC1)C(c1ccc(Cl)cc1)N1CCN(C2CCCCC2)CC1 (stereo not given) | -17 | 103 | ? | 100
CC(C)=CCC/C(C)=C/CC/C(C)=C/CC/C(C)=C/CC1=C(C)C(=O)c2ccccc2C1=O | -20 | 93 | ? | 101
O=C(CSc1nnc(-c2cccnc2)o1)NNC(=O)c1ccc(Br)cc1 | -79 | 107 | ? | 103
Cc1nn(C)c2ncc(C(N)=O)c(Oc3cccnc3)c12 | -11 | 100 | ? | 103
